TRPC6 inhibitor – inhibitors of mouse TRPC6 channel; Q61143; B-score at 10 µM; actives 1.1% (n = 310,000); AID 2553; HEK293-TRPC6, membrane potential dye, ACh-evoked depolarization; stronger effect = lower value;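 active = B-score under library mean minus 3 SD, initial fluorescence not abnormally high, positive integrated signal ratio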;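 also: B-score derived from integrated fluorescence ratio over the kinetic read; more negative B-score means stronger inhibition of depolarization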
KLF5 inh – inhibitors of KLF5 expression; DLD-1 KLF5 promoter-luciferase reporter, luminescence; inhibition, % at 5 µM; actives 0.23% (n = 290,000); AID 1700;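 active = inhibition above a per-plate limit of that plate's mean compound inhibition plus 3 SD, cut at about 60% in these data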;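 also: 0% = DMSO wells and 100% = LY294002 at 200 µM; higher means less KLF5 promoter-driven luciferase light; inactives centre near -14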
TRPC6 activator – activators of mouse TRPC6 channel. Q61143. HEK293-TRPC6 membrane potential dye fluorescence; stronger effect = higher value. B-score at 10 µM. actives 0.13% (n = 310,000). AID 2550;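 active = B-score of the integrated fluorescence ratio above library mean plus 3 SD, and starting fluorescence ratio within library mean plus 5 SD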;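 also: higher score means more depolarization so channel activation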
MrgX1 antagonist – antagonists of human MrgX1 receptor; Q96LB2; MRGX1-HEK293 calcium flux, Fluo-4, BAM8-22 antagonism; stronger effect = lower value; B-score at 10 µM; actives 1.3% (n = 310,000);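 active = calcium-response B-score plate-corrected more than 3 library SD below zero, starting fluorescence within 5 deviations, no agonist response on first addition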;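 also: peak minus trough fluorescence over baseline after final BAM8-22 challenge near maximal dose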
aSyn UTR inh – 5' untranslated region of α-synuclein, MLPCN primary screen. alpha-synuclein 5'UTR reporter, inhibitor activity. inhibition, % (tested at 7.5 µM). actives 0.82% (n = 300,000). AID 1813; in the data active = inhibition above about 60%; inconclusive = no clear call, values can overlap the other calls;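 also: H4 neuroglioblastoma cells stably carrying SNCA 5'UTR luciferase fusion; 0% = DMSO wells and 100% = positive control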
TRPC4 inh – blocks the mouse TRPC4 cation channel; actives 0.39% (n = 300,000); HEK293 TRPC4beta/mu-opioid, DAMGO-evoked Fluo4 calcium flux; stronger effect = lower value; Q9QUQ5; B-score at 10 µM;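 active = B-score over 3 SD under the library average, no early fluorescence shift, positive overall ratio signal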
Target sequence (Q9QUQ5 whole entry, looked up): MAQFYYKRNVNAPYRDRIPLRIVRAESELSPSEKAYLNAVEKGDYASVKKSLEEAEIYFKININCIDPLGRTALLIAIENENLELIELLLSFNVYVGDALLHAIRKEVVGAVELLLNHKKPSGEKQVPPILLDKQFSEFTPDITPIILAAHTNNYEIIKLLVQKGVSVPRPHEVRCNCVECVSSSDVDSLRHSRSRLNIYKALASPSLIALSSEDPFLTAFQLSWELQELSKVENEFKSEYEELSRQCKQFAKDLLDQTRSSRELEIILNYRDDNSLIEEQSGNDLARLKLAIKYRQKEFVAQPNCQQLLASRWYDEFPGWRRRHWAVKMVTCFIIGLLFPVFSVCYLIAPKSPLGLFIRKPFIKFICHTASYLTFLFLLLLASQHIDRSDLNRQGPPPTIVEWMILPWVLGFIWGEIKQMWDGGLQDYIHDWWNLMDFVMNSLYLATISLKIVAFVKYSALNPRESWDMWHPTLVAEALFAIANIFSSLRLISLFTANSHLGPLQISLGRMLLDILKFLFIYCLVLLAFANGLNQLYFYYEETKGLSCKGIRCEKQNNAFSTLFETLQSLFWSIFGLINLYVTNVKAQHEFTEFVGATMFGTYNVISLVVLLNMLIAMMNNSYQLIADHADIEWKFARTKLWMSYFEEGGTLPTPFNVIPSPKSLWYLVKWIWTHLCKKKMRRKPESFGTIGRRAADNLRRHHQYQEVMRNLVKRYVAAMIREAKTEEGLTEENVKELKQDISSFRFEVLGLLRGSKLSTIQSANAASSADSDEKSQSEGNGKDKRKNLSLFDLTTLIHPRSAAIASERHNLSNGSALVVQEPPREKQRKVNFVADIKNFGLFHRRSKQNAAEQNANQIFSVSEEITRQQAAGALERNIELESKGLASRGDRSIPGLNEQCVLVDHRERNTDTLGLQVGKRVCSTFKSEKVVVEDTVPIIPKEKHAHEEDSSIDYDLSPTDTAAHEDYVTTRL
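Signal: kinetic Fluo4 fluorescence imaging of calcium influx. Material: stable TRPC4beta/mu-opioid receptor HEK293 cells. Probe or stimulus: DAMGO in two steps, submaximal then maximal.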
TRPC4 potent – allosteric potentiators of mouse TRPC4 channel | B-score at 10 µM | HEK293 TRPC4beta/mu-opioid, DAMGO EC20, Fluo-4 Ca2+ flux; stronger effect = higher value | AID 2227 | actives 0.42% (n = 310,000);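 active = B-score of calcium response area above 5 SD of library B-scores, with initial fluorescence ratio within 5 SD of library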;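 also: B-score of integrated fluorescence ratio over time as area under calcium response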
HIF activator – HIF pathway transcriptional activation | activation, % at 7.5 µM (by protocol) | U2OS HRE-luciferase reporter, luminescence; normalized: DMSO 0%, desferrioxamine 100% | actives 0.32% (n = 300,000) | AID 1910;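 active = mean activation of at least 10% of the iron chelator positive control signal, with at least half of replicates also reaching 10%; inconclusive = mean and replicate majority disagree about reaching 10%; inactive = mean and most replicates under 10%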
IEC-6 tox – counter-screen for KLF5 inhibitors: cytotoxicity in IEC-6 cells | inhibition, % at 5 µM | IEC-6 cytotoxicity, luminescence viability | actives 0.78% (n = 290,000); in the data active = inhibition above about 22%;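 also: 0% = plate median of test compound wells and 100% = cytotoxic reference compound wells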
SKKanGAS inh – SKKanGAS growth inhibition. S. pyogenes SKKanGAS, kanamycin growth, BacTiter-Glo, 6 h. inhibition, % at 7.5 µM. actives 1.3% (n = 300,000). AID 1662;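 active = mean replicate score, as percent of positive control median, at least 50; inconclusive = mean below 50 but one replicate at or above 50; inactive = mean and every replicate below 50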;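 also: strain carries kanamycin resistance gene driven by streptokinase promoter and grows in 40 µg/ml kanamycin; loss of luminescence reflects streptokinase promoter inhibition or plain growth inhibition; 0% = median of DMSO wells and 100% = positive control at its reference dose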
TRPC4 act – TRPC4 (mouse) channel activation; actives 0.49% (n = 310,000); AID 2237; B-score at 10 µM; Q9QUQ5; HEK293 TRPC4beta/mu-opioid, Fluo4 calcium fluorescence; stronger effect = higher value;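 active = B-score above 5 SD of library B-scores, and initial fluorescence ratio not above library mean plus 5 SD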;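 also: positive B-score marks a calcium rise read as TRPC4 activation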
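Assay system: HEK293 stable line with TRPC4beta plus mu-opioid receptor; schedule: 45 min room-temperature Fluo4 loading, 110 s read; technique: kinetic Fluo4 calcium fluorescence; evaluation: integrated baseline-normalised fluorescence ratio, converted to per-well B score; controls: buffer (low) and maximal DAMGO (high)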
Starred values were filed as active, the others as inactive; i = inactive; ? = inconclusive; / = not tested or not shown.

SMILES	TRPC6 inhibitor	KLF5 inh	TRPC6 activator	MrgX1 antagonist	aSyn UTR inh	TRPC4 inh	TRPC4 potent	HIF activator	IEC-6 tox	SKKanGAS inh	TRPC4 act
Cc1sc(NC(=O)Cn2nc(C(F)(F)F)cc2C)c(C(=O)OC(C)C)c1C	i	-39	i	i	-7	i	i	-0.3	2	-1	i
Cc1ccc(S(=O)(=O)CCC(=O)Nc2nnc(-c3ccccc3S(C)(=O)=O)o2)cc1	i	/	i	i	-3	i	i	-1.6	/	1	i
CN(Cc1c(F)cccc1Cl)C(=O)c1cnc2ccccc2n1	i	-1	i	i	-5	i	i	0.5	6	1	i
CC1CCc2nc(NC(=O)CN3CCN(c4ccc(F)cc4)CC3)sc2C1 (stereo not drawn)	i	2	i	i	-15	i	i	0.5	-2	43	i
COc1ccc(CCNS(=O)(=O)c2ccc(OC)c(OC)c2)cc1OC	i	-2	i	i	-3	i	i	0.3	0	3	i
CCOC(=O)C1CCN(C(=O)CCc2nnc3ccc(N4CCN(C)CC4)nn23)CC1	i	-36	i	i	2	i	i	0.2	-4	-2	i
CCOc1cc(/C=N/NC(=O)c2ccncc2)ccc1OC(=O)c1ccc([N+](=O)[O-])cc1	i	-34	i	i	13	i	i	0.1	3	-2	i
O=C(c1cc2ccccc2oc1=O)N(Cc1cccs1)C1CCS(=O)(=O)C1 (stereo not drawn)	i	-52	i	i	-104	i	i	3.0	2	-5	i
C=CCn1c(=O)/c(=C\c2ccsc2)s/c1=C(/C#N)C(=O)NCCN1CCOCC1	i	-21	i	i	4	i	i	-0.4	4	2	i
CCOc1ccc(C(=O)C(C)=O)c(OCC)c1	i	15	i	i	18	i	i	0.1	1	4	i
C=CCNC(=O)CSc1nc2scc(-c3ccco3)c2c(=O)n1CC=C	i	-3	i	i	-2	i	i	-0.4	-1	6	i
CCOC(=O)c1ccc2ncc(C(=O)OCC)c(NCc3ccco3)c2c1	i	-27	i	i	-60	i	i	0.1	-6	-9	i
Cc1ccc2nc(-c3ccc(N4C(=N)SC5CS(=O)(=O)CC54)cc3)sc2c1 (stereo not drawn)	i	-96	i	-7.3*	-101	i	i	5.3	1	11	i
Cc1cc(C)cc(NS(=O)(=O)c2ccc3[nH]cc(C(=O)N4CCc5ccccc54)c(=O)c3c2)c1	i	-1	i	i	-24	i	i	0.3	-6	10	i
CSc1nnc(C)c(/C=C/Nc2ccc(F)cc2)n1	i	-4	i	i	17	i	i	-0.3	-4	-6	i
COc1ccc(C(=O)Nc2ccc(OCC(F)(F)C(F)F)c(C(F)(F)F)c2)cc1OC	i	-20	i	i	-18	i	i	0.6	7	13	i
O=C(c1cccc(NC2=NC3CS(=O)(=O)CC3S2)c1)N1CCN(c2cccc(Cl)c2)CC1 (stereo not drawn)	i	-3	i	i	-11	i	i	0.0	2	-3	i
O=c1[nH]c2cc(Cl)ccc2c(O)c1-c1cccc(Oc2ccccc2)c1	i	/	i	i	-5	i	i	-0.3	/	-4	i
CCc1nnc(NS(=O)(=O)c2ccc(N=Cc3c(C)[nH]n(-c4ccc(C)c(C)c4)c3=O)cc2)s1	i	-42	i	i	-35	i	i	0.2	11	25	i
CCn1c(CSc2nc3ccccc3s2)n[nH]c1=S	i	-30	i	i	-18	i	i	0.5	-1	3	i

Entries of single compounds as entered above. Order of values: TRPC6 inhibitor	KLF5 inh	TRPC6 activator	MrgX1 antagonist	aSyn UTR inh	TRPC4 inh	TRPC4 potent	HIF activator	IEC-6 tox	SKKanGAS inh	TRPC4 act
Profile of `CCn1c(CSc2nc3ccccc3s2)n[nH]c1=S` = i	-30	i	i	-18	i	i	0.5	-1	3	i
Profile of `CN(Cc1c(F)cccc1Cl)C(=O)c1cnc2ccccc2n1` = i	-1	i	i	-5	i	i	0.5	6	1	i

(list continues)
SMILES	TRPC6 inhibitor	KLF5 inh	TRPC6 activator	MrgX1 antagonist	aSyn UTR inh	TRPC4 inh	TRPC4 potent	HIF activator	IEC-6 tox	SKKanGAS inh	TRPC4 act
COc1ccc2cc(S(=O)(=O)NCCCN3CCOCC3)ccc2c1	i	-6	i	i	-11	i	i	-0.3	6	-6	i
CCn1c(C)c(P(=O)(N2CCOCC2)N2CCOCC2)c2ccccc21	i	-9	i	i	-24	i	i	-0.7	-3	5	i
COc1cccc(N2CCN(C(=O)C3CCN(S(=O)(=O)c4cccs4)CC3)CC2)c1	i	1	i	i	28	i	i	-0.2	-12	-1	i
COc1ccc(C(=O)NNC(=O)CSc2nnc(COc3ccc4ccccc4c3)n2C)cc1	i	-30	i	i	10	i	i	-0.3	2	-3	i
Cc1cc(=O)[nH]c(N/N=C/c2c(O)n(-c3ccccc3)c(=O)c3ccccc23)n1	i	-40	i	i	22	i	i	-0.2	-6	8	i
CCOC(=O)N1CCN(C(=O)CS(=O)(=O)Cc2nc(-c3ccccc3C)oc2C)CC1	i	-27	i	i	28	i	i	-0.3	0	0	i
CCN1CCN(c2ccc(NC(=O)c3ccc(C#N)cc3F)cc2Cl)CC1	i	-15	i	i	-49	i	i	1.3	-6	-1	i
O=C(C1CCCN(S(=O)(=O)c2cccc3nonc23)C1)N1CCN(c2ccccc2Cl)CC1 (stereo not drawn)	i	-17	i	i	-25	i	i	/	3	12	i
Cc1ccc(-c2csc3nc(CN(C)Cc4ccccc4)[nH]c(=O)c23)cc1	i	-2	i	i	-36	i	i	-1.6	2	32	i
CCCCCCN(C(=O)CCCCCN1C(=O)NC(c2ccc(-c3ccccc3)cc2)C(C(=O)OCc2ccccc2)=C1C)C(C(=O)NCCCC)c1ccc(O)c(C(=O)OC)c1 (stereo not drawn)	i	/	i	/	21	i	i	0.3	/	9	i
CC(NC(=O)c1ccc(N)cc1)c1ccccc1 (stereo not drawn)	i	-55	i	i	-6	i	i	-0.6	-1	-3	i
O=C1c2ccccc2C(=O)N1CC(O)CN1CCOCC1 (stereo not drawn)	i	-18	i	-5.2*	1	i	i	-0.6	1	10	i
NC(=O)C1CCN(C(=O)COc2ccc3ccc(=O)oc3c2)CC1	i	-18	i	i	11	i	i	0.0	2	-4	i
COc1ccc(NC(=O)C2CC(=O)N/C(=N/N=C/c3ccco3)S2)cc1 (stereo not drawn)	i	-34	i	i	3	i	i	-0.2	1	1	i
COc1ccc(CNCC(O)(c2ccccc2)c2ccccc2)cc1	i	-8	i	i	3	i	i	0.5	9	-1	i
Cc1ccsc1/C=C1\SC(N2CCOCC2)=NC1=O	i	-66	i	i	-73	i	i	1.7	-2	-1	i
Cc1cc(C(=O)OCC(=O)NCc2ccccc2)c(C)o1	i	-45	i	i	-4	i	i	-0.1	0	2	i
N#Cc1ccc(-n2nccc2-c2cnc3n(c2=O)CCS3)cc1	i	-8	i	i	1	i	i	-2.3	-1	-1	i
O=C(O)c1ccc(NS(=O)(=O)c2cccc(S(=O)(=O)c3ccc(Cl)c(Cl)c3)c2)cc1	i	-1	i	i	16	i	i	0.0	-5	6	i
Cc1cccc(C)c1N1CCN(S(=O)(=O)c2ccccc2)CC1	i	-3	i	i	3	i	i	-0.6	-1	7	i
COc1ccc(NC(=O)CSc2nc3n[nH]c(C)c3c(=N)n2-c2ccc(Cl)c(C)c2)cc1OC	i	12	i	i	13	i	i	-3.6	15	12	i
CC1C(=O)OC2C1CCC1(C)CCC(=O)C(C)C21 (stereo not drawn)	i	11	i	i	11	i	i	0.6	6	-3	i
Cc1ccnn1CCC(=O)N1CCCC(CCC(=O)N2CCN(c3ccccn3)CC2)C1 (stereo not drawn)	i	-36	i	i	21	i	i	-0.8	-4	-1	i
CCOC(=O)c1cnc(-n2nc(C)cc2C)nc1Nc1ccc(O)cc1	i	-42	i	i	20	i	i	-0.3	0	12	i
O=C(Nc1cccc2c1CCCC2)c1ccncc1	i	-1	i	-8.5*	-13	i	i	-0.2	-1	12	i
CCOc1c(OC(C)=O)ccc(/C=C/c2ccc3cccc(OC(C)=O)c3n2)c1[N+](=O)[O-]	i	-81	i	i	-378	i	i	4.2	-1	85*	i
C/C(=N\NC(=O)c1cc(C)oc1C)c1ccc2ccccc2c1	i	-14	i	i	-51	i	i	0.6	13	-6	i
O=c1ccc2cc3c(-c4ccccc4)coc3cc2o1	i	-10	i	i	0	i	i	-1.2	-6	9	i
CCCNC(=O)Cn1cccc1C(=O)c1ccccc1	i	10	i	i	1	i	i	0.0	-2	-1	i
Cc1ccccc1C(=O)NNC(=O)C1CCCN(c2ncccn2)C1 (stereo not drawn)	i	11	i	i	19	i	i	0.2	-10	1	i
N#Cc1ccc(-c2csc(NC(=O)c3ccc(N4C(=O)CCC4=O)cc3)n2)cc1	i	2	i	i	-1	i	i	0.7	9	4	i
Cc1ccc(CNC(=O)CSc2nc3c(sc4ccccc43)c(=O)n2CCCN2CCCC2)cc1	-5.8*	-17	i	i	?	i	i	0.8	-2	2	i
CCN(CC)CCNC(=O)c1[nH]c2ccc(OCc3ccccc3)cc2c1C	-7.5*	-51	i	i	8	i	i	-0.7	-4	11	i
N=C(N)SCc1nc2ccccn2c1Br	i	-2	i	i	-29	i	i	0.2	2	3	i
CCC1CCCCN1c1cc(C)nc2cc(-c3cccc(C)c3)nn12 (stereo not drawn)	i	-24	i	i	17	i	i	-1.8	-6	57*	i
COC(=O)CSc1nc2c(c(-c3ccc(O)cc3)c1C#N)CCCC2	i	-10	i	i	31	i	i	0.0	7	20	i
CCCCC(=O)Nc1cc([N+](=O)[O-])ccc1Cl	i	-8	i	i	12	i	i	-0.1	0	-1	i
O=C(NCc1cccnc1)C1CC(c2cccc(Br)c2)=NO1 (stereo not drawn)	i	-7	i	i	-6	i	i	-1.8	2	5	i
CC1CN(c2cc3nccnc3cc2F)CC(C)O1 (stereo not drawn)	i	-24	i	i	0	i	i	1.0	-6	-2	i

Molecules shown so far with a nitro group on carbon, in the order listed:
SMILES	TRPC6 inhibitor	KLF5 inh	TRPC6 activator	MrgX1 antagonist	aSyn UTR inh	TRPC4 inh	TRPC4 potent	HIF activator	IEC-6 tox	SKKanGAS inh	TRPC4 act
CCOc1cc(/C=N/NC(=O)c2ccncc2)ccc1OC(=O)c1ccc([N+](=O)[O-])cc1	i	-34	i	i	13	i	i	0.1	3	-2	i
CCOc1c(OC(C)=O)ccc(/C=C/c2ccc3cccc(OC(C)=O)c3n2)c1[N+](=O)[O-]	i	-81	i	i	-378	i	i	4.2	-1	85*	i
CCCCC(=O)Nc1cc([N+](=O)[O-])ccc1Cl	i	-8	i	i	12	i	i	-0.1	0	-1	i

Screening data as filed in PubChem.
